M1 antag – antagonists of rat M1 muscarinic receptor; hit rate 3.4% among 64,000; CHO-M1 cells, Fluo-4 calcium, ACh EC80 antagonist mode; hits give low values; B-score at 10 µM; P08482; AID 628;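 active = calcium fluorescence response, raw or row-and-column corrected B-score, differing from the plate sample mean either way at a set confidence level, mostly lower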
Autofluor 339 – intrinsic fluorescence of library compounds, ex339/em460 – biochemical, MLSMR library, data from DPM-DC assay, artefact control, profiling panel. AID 709. compound autofluorescence, ex339/em460 nm, NADH buffer; hits give high values; 1 = no-compound wells, NADH background. fluorescence fold increase at 10 µM. hit rate 5.5% among 65,000;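 active = at 10 µM, mean starting fluorescence two-fold or more over control wells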;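 note: signal is the first read of a kinetic run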
NADH enzymes – inhibition of NAD/NADH coupling enzymes, library profiling; coupled PK/LDH NADH assays, four targets; IC50, µM (series often up to 10 µM), inactives show at the top dose inhibition; hit rate 0.02% among 65,000; AID 774;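 active = single-dose screening hits from any of four coupled enzyme assays that gave an IC50 when retested across doses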;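 note: the DPM-DC format reads NADH fluorescence rather than 340 nm absorbance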
Hsp90 inh – displaces geldanamycin probe from tumor Hsp90; AID 429; inhibition, % at 30 µM; NCI-N417 lysate Hsp90, Cy3B-geldanamycin FP displacement; hit rate 0.35% among 64,000;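 active = inhibition above 50%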;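 note: 0% = tracer plus lysate wells and 100% = tracer alone without lysate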
D1 mod – D1 dopamine receptor (human) allosteric modulation; P21728; AID 641; hit rate 5.9% among 58,000; HEK293 D1, CRE-luciferase, dopamine EC30 potentiation; actives deviate in either direction; B-score at 10 µM;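 active = luminescence count or its row- and column-corrected plate score outside the 99.7% band of the plate's sample wells, on either side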
Her2 expr inh – Her2 kinase expression inhibition | hit rate 0.69% among 65,000 | SKBR-3 HER2 protein level, AlphaScreen, 18-24 h; hits give low values | HER2 level % of control, % at 10 µM;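 active = HER2 level under 5% of the carrier-only control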;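 note: 100% = DMSO carrier and 0% = 500 nM PU-H71 HSP90 inhibitor; lower value means stronger loss of Her2 protein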
Target sequence (P04626 whole entry, looked up): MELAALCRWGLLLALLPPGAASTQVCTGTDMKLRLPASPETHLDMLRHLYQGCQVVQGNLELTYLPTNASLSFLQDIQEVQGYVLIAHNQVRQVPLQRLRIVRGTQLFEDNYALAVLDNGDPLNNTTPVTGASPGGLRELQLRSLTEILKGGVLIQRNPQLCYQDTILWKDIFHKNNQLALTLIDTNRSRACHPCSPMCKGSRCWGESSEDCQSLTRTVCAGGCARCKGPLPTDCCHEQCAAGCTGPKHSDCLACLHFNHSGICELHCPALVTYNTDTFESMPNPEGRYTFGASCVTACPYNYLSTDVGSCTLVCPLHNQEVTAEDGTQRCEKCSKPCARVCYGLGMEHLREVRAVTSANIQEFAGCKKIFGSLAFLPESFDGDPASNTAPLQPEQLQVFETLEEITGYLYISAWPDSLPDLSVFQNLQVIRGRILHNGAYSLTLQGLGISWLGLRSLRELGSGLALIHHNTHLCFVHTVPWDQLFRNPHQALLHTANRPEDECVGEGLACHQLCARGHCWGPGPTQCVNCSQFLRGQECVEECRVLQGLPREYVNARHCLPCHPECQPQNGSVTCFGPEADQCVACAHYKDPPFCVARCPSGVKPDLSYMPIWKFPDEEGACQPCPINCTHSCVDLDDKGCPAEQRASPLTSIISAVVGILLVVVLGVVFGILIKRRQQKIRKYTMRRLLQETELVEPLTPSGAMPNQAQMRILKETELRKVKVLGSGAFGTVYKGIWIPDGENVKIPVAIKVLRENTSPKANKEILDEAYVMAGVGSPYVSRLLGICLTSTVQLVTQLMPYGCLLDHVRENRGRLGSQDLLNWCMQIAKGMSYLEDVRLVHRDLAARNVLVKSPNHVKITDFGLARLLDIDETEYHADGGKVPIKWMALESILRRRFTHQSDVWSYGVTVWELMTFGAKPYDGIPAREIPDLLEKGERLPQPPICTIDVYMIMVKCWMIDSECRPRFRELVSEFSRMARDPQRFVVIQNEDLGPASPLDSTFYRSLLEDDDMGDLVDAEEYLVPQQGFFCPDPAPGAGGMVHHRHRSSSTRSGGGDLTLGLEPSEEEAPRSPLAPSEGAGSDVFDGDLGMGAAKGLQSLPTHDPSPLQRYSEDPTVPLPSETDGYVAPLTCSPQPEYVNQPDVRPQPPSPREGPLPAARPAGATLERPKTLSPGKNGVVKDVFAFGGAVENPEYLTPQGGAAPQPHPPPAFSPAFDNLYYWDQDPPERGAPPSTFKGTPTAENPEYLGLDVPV
M1 ag – M1 muscarinic receptor agonism; CHO-M1 cells, Fluo-4 calcium fluorescence, agonist mode; hits give high values; B-score at 10 µM; hit rate 3% among 64,000; AID 626;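 active = fluorescence rise, raw or as B-score row- and column-corrected plate score, outside the 99.7% band of its plate's samples, either direction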
E coli RNAP – blocks E. coli RNA polymerase transcription; fluorescence transcription assay; hit rate 0.2% among 62,000; AID 559; inhibition, %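 (tested at 10 µM)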; in the data active = inhibition above about 20%;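 note: 0% = enzyme without compound and 100% = no enzyme blank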
HTR1A agonist – 5-HT1a (human) receptor agonism. hit rate 0.56% among 65,000. activation, % at 10 µM. P08908. CHO 5-HT1a Ga15 NFAT-bla reporter, FRET ratio; 0% basal, 100% maximal reference agonist;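 active = activation above the screen-wide mean activation plus 3 SD, cut at about 19% in these data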;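 note: 0% = DMSO wells and 100% = 5-CT at EC100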
* hit, by the source's call; . = no result given. An unsorted share of the library; overall some 16% were active at least once.

The opening 8 records, ahead of the listing:
#	compound	M1 antag	Autofluor 339	NADH enzymes	Hsp90 inh	D1 mod	Her2 expr inh	M1 ag	E coli RNAP	HTR1A agonist
1	O=C(CSc1ncn(-c2ccccc2)n1)Nc1nc2ccccc2s1	-0.565	1.16	4.0%	-2.7	4.45	82.3	1.09	5.1	0.9
2	CC1CCCC(C)N1C(=O)COc1ccc(-c2nnco2)cc1 (centres undefined)	0.862	1.11	1.0%	0.7	-0.0217	85.9	0.256	5.2	-0.1
3	Cc1ccc2c(C(=O)CN3CCCC3)c(C)[nH]c2c1	-0.134	1.14	4.0%	-3.8	-0.359	89.5	-0.381	4.6	-0.3
4	Cc1cc(C(=O)N2CCN(c3ccccn3)CC2)c(C)o1	0.277	1.17	2.0%	.	-0.0773	81.5	1.36	6.0	-1.0
5	CCn1c(SCC(=O)Nc2cc(C)on2)nnc1-c1ccc(S(=O)(=O)N2CCCC2)cc1	-0.0157	1.08	6.0%	-1.2	-0.55	142.3	-0.376	9.9	0.0
6	CCOc1ccccc1NC(=O)N1CCC(n2nnc3cc(C)ccc32)CC1	-0.359	1.07	7.0%	0.5	.	74.4	1.77	3.0	0.6
7	CN1CC(=O)N(CC(=O)Nc2ccc(N(C)C)cc2)c2ccccc2C1=O	0.47	1.12	2.0%	-2.8	0.623	81.1	-1.09	8.2	2.6
8	CCCNC(=O)CS(=O)Cc1nc(-c2cccc(OC)c2)oc1C (centres undefined)	0.0532	1.07	4.0%	-2.7	1	109.1	-0.809	5.8	0.3

This part in full, from the first entry:
#	compound	M1 antag	Autofluor 339	NADH enzymes	Hsp90 inh	D1 mod	Her2 expr inh	M1 ag	E coli RNAP	HTR1A agonist
1	O=C(CSc1ncn(-c2ccccc2)n1)Nc1nc2ccccc2s1	-0.565	1.16	4.0%	-2.7	4.45	82.3	1.09	5.1	0.9
2	CC1CCCC(C)N1C(=O)COc1ccc(-c2nnco2)cc1 (centres undefined)	0.862	1.11	1.0%	0.7	-0.0217	85.9	0.256	5.2	-0.1
3	Cc1ccc2c(C(=O)CN3CCCC3)c(C)[nH]c2c1	-0.134	1.14	4.0%	-3.8	-0.359	89.5	-0.381	4.6	-0.3
4	Cc1cc(C(=O)N2CCN(c3ccccn3)CC2)c(C)o1	0.277	1.17	2.0%	.	-0.0773	81.5	1.36	6.0	-1.0
5	CCn1c(SCC(=O)Nc2cc(C)on2)nnc1-c1ccc(S(=O)(=O)N2CCCC2)cc1	-0.0157	1.08	6.0%	-1.2	-0.55	142.3	-0.376	9.9	0.0
6	CCOc1ccccc1NC(=O)N1CCC(n2nnc3cc(C)ccc32)CC1	-0.359	1.07	7.0%	0.5	.	74.4	1.77	3.0	0.6
7	CN1CC(=O)N(CC(=O)Nc2ccc(N(C)C)cc2)c2ccccc2C1=O	0.47	1.12	2.0%	-2.8	0.623	81.1	-1.09	8.2	2.6
8	CCCNC(=O)CS(=O)Cc1nc(-c2cccc(OC)c2)oc1C (centres undefined)	0.0532	1.07	4.0%	-2.7	1	109.1	-0.809	5.8	0.3
9	Cn1cc(CC(=O)Nc2cccc(C#N)c2)c2ccccc21	0.151	1.06	5.0%	-1.8	-0.392	86.9	-0.413	5.5	-1.7
10	O=C(CCN1C(=O)COc2ccccc21)NCCN1CCc2ccccc2C1	-1.01	1.05	5.0%	-0.1	-1.25	85.6	0.326	2.7	0.7
11	CCCn1c(SCC(=O)Nc2nonc2C)nnc1-c1ccoc1C	0.186	0.99	10.0%	2.5	-0.516	90.2	-0.178	4.3	-0.1
12	COc1cccc(CN2CCCC(C(=O)N3CCCCC3)C2)c1OC (centres undefined)	-0.132	1.16	3.0%	-12.2	-1.05	97.5	-0.785	9.2	-2.7
13	CC(=O)N1c2c(cc(Br)cc2S(=O)(=O)NCc2ccc3c(c2)OCO3)CC1C (centres undefined)	0.65	1.06	3.0%	.	0.407	105.5	0.117	2.5	2.3
14	COc1ccccc1NC(=O)Cc1csc(N)n1	0.356	1.07	7.0%	-4.5	0.682	87.0	0.377	3.0	-2.0
15	COc1cc2c(C(=O)NCc3ccc4c(c3)OCO4)cn(CC(C)C)c(=O)c2cc1OC	.	1.09	5.0%	-3.4	0.87	24.9	.	2.7	2.2
16	CC(=O)C1=C(O)C(=O)N(c2cc(C(C)(C)C)on2)C1c1ccc(Br)cc1 (centres undefined)	0.0982	1.39	1.0%	-0.7	-0.0602	96.1	-0.601	0.2	1.6
17	O=C(CN1CCN(S(=O)(=O)c2ccc(Br)cc2)CC1)Nc1ccc(F)cc1F	-0.337	1.3	6.0%	-0.9	0.198	73.1	0.0307	0.2	-2.6
18	Cc1ccc(S(=O)(=O)c2c(C)nn(C(C)(C)C)c2OC(=O)C(C)(C)C)cc1	-0.313	1.05	4.0%	-1.5	-0.961	111.1	-0.197	-2.0	7.8
19	NC(CC(=O)OC1CCCCC1)C(=O)OC1CCCCC1 (centres undefined)	0.0438	1.11	4.0%	1.2	0.413	117.0	0.619	8.9	-1.4
20	CC(C)C(=O)Nc1ccc(NC(=O)c2cc3ccccc3o2)cc1	-0.175	1.06	5.0%	-4.4	.	87.0	-0.0852	3.9	-0.1
21	Cc1cc(C)c2ccc(C)[n+]([O-])c2c1O	0.908	1.11	0.0%	-0.1	-0.101	108.8	-0.303	4.8	-1.0
22	N#Cc1cccc(NC(=O)COc2ccc(-n3ccnc3)cc2)c1	-1.95	1.13	4.0%	.	.	101.1	2.17	3.7	0.5
23	CCc1c(C)nc(SCC(=O)N2CCc3ccccc32)[nH]c1=O	-0.68	1.08	8.0%	-0.6	-1.16	89.2	-0.309	-8.3	-4.3
24	CC(C)CCSc1nc2c(c(=O)[nH]c(=O)n2C)n1CCCc1ccccc1	-0.425	1.04	2.0%	-2.9	3.33	65.8	0.0817	3.8	4.8
25	CCOC(=O)N1CCN(Cc2nc(N)nc(Nc3ccc(Oc4ccccc4)cc3)n2)CC1	.	1.04	5.0%	-3.9	3.5*	.	.	3.5	1.2
26	O=C(O)c1ccccc1NS(=O)(=O)c1ccccc1C(F)(F)F	-0.000599	1.13	10.0%	-0.2	-0.0262	138.5	0.0242	2.8	-1.0
27	CCc1cc2cc3c(cc2nc1SCC(=O)N1CCN(C(=O)c2ccco2)CC1)OCO3	0.368	1.11	6.0%	-2.5	3.03	97.0	0.554	6.2	-1.1
28	O=C(c1ccc(F)cc1)c1cn[nH]c1-c1ccccc1O	-0.257	1.11	1.0%	.	-0.102	72.1	1.8	8.2	1.6
29	CCCOC(=O)CCNc1n[nH]c(=O)[nH]c1=O	0.302	1.07	2.0%	0.6	-0.298	121.2	-2.66	.	-1.4
30	COC(=O)C1=C(O)CSC1=Nc1cccc(C(F)(F)F)c1	.	1.08	4.0%	-12.9	.	76.4	.	2.0	-5.2
31	c1ccc(-c2nc(NCc3cccnc3)c3oc4ccccc4c3n2)cc1	1.29	1.13	5.0%	-0.7	-0.906	58.8	0.298	0.8	2.1
32	CC(=O)N1CCN(c2ccc(Nc3nc(C)nc4c3oc3ccccc34)cc2)CC1	-1.66	1.1	4.0%	.	0.693	116.1	-1.55	5.6	4.1
33	O=C1CC(N2CCN(C/C=C/c3ccccc3)CC2)C(=O)N1CCc1ccccc1 (centres undefined)	-3.98*	1.01	7.0%	-6.5	-0.803	52.1	1.54	8.5	-0.2
34	COc1ccc(NC(=O)C2CCCN(C(=O)NC3CCCCC3)C2)cc1OC (centres undefined)	0.901	0.98	7.0%	-0.3	0.224	117.2	-0.349	2.9	1.6
35	COC(=O)c1cccc(NC(=O)CN2CCOCC2)c1	0.152	1.51	4.0%	-3.5	0.53	84.6	-0.124	7.0	-1.6
36	O=C(Nc1ccc(NC(=O)c2cccs2)cn1)c1ccco1	0.498	1.08	6.0%	-0.1	-0.354	91.1	-0.0584	0.5	-3.3
37	Cc1cc(Cl)ccc1OCC(=O)OC(C)C(=O)NC(N)=O (centres undefined)	0.133	1.11	3.0%	0.1	0.395	86.6	0.022	5.1	-1.0
38	CCCNC(=O)C1CCN(c2nc(C)cc(C)n2)CC1	-1.11	1.47	0.0%	0.2	-0.443	73.8	0.625	-11.2	-1.6
39	Cc1ccc(Cn2ncc3c(N4CCN(c5ccc(C)cc5)CC4)ncnc32)cc1	0.573	1.15	2.0%	-1.8	.	102.5	0.0759	8.2	1.3
40	CCOC(=O)N1CCN(S(=O)(=O)c2ccc(OC)c(Cl)c2Cl)CC1	0.186	1.09	2.0%	-2.6	2.01	103.5	-0.672	-1.0	-2.9
41	Cc1cc(C)c2c(CN3CCN(C)CC3)cc(=O)oc2c1	-0.00859	1.05	11.0%	-0.8	0.0966	98.8	-1.5	2.3	-1.9
42	Fc1ccc(N2CCN(c3nc(-c4ccco4)cc(C(F)(F)F)n3)CC2)cc1	0.424	1.12	2.0%	.	.	47.6	-1.27	4.3	-0.6
43	COc1ccc(S(=O)(=O)N2CCC(C(=O)N3CCc4ccccc4C3)CC2)cc1	-1.03	1.08	5.0%	-0.4	.	53.0	-1.29	0.5	-0.2
44	CCn1c(CNC(=O)C23CC4CC(CC(C4)C2)C3)nnc1SCC(=O)Nc1nnc(C)s1	-0.838	1.07	2.0%	2.0	0.000721	94.2	1.09	7.8	1.2
45	CCCCSC(=O)Nc1ccccc1	.	1.02	2.0%	-2.8	0.83	75.3	.	.	-0.1
46	COc1ccc(NCc2ccc3c(c2)OCO3)cc1Cl	-0.011	1.11	0.0%	14.6	3.17	154.7	1.17	2.0	-3.4
47	O=S(=O)(c1ccc2c(c1)OCCO2)N1CCC(n2cnc3cc(F)ccc32)CC1	-0.253	1.1	4.0%	-3.3	-1.23	59.9	0.954	-5.1	-3.5
48	CC(C)(Oc1ccc(Cl)cc1)C(=O)N1CCN(c2ccccn2)CC1	0.564	1.19	7.0%	-2.9	-0.885	81.8	1.08	1.5	0.3
49	COc1cc(C2N(c3ccc(F)cc3)C(=O)C3CCCN32)cc(OC)c1OC (centres undefined)	-4.36*	1.07	3.0%	-0.1	-0.39	70.9	-0.161	12.8	-0.2
50	O=c1[nH]c(SCc2ccccc2Cl)nc2c1cnn2-c1ccccc1	-0.00983	1.06	8.0%	-1.6	7.56*	65.0	-0.888	3.0	-2.5

Continuation:
#	compound	M1 antag	Autofluor 339	NADH enzymes	Hsp90 inh	D1 mod	Her2 expr inh	M1 ag	E coli RNAP	HTR1A agonist
51	COc1cc(C(=O)N2CCN(C(=O)C(Cc3cc(C)ccc3C)NC(C)=O)CC2)cc(OC)c1OC (centres undefined)	0.121	1.04	4.0%	.	-0.517	.	-0.0683	0.1	-1.1
52	CC1Cc2ccccc2N1C(=O)c1ccc2c(c1)nnn2C (centres undefined)	0.0863	1.05	2.0%	-5.6	0.126	105.7	0.0476	0.0	-1.6
53	CCCCC(=O)NC1=NC(=O)C(C)(C)S1	0.131	1.16	3.0%	1.8	0.456	101.3	-0.812	5.1	-4.2
54	COc1ccc(C2CC(c3ccccc3)Nc3nc(NC(=O)c4cccs4)nn32)cc1 (centres undefined)	-0.279	1.36	5.0%	-0.3	0.757	76.0	-0.261	10.2	0.6
55	O=C(Nc1cccc2ccccc12)N1CCN(c2ccccc2)CC1	-0.329	1.49	5.0%	-4.5	0.584	101.8	-0.525	9.4	-0.1
56	O=c1[nH]nnc2c1sc1nc(N3CCOCC3)c3c(c12)CCCC3	0.384	1.05	5.0%	-1.9	-0.269	104.3	1.54	5.7	0.8
57	CCN(CCCNC(=O)CCc1nc(-c2ccc(C)cc2)no1)c1cccc(C)c1	-0.55	0.91	9.0%	3.7	-0.39	81.1	-0.0177	9.3	-1.8
